Assay outcomes: PubChem, The Scripps Research Institute Molecular Screening Center
TAAR1 agonist: human TAAR1 agonism. Q96RJ0. CHO RD-HGA16 TAAR1, Fluo-8 calcium fluorescence; vehicle wells 0%, saturating PEA agonist 100%. activation, % at 3 µM. 360,000 compounds, 0.99% hits;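 active = activation above the mean activation of all test compounds in the run plus 3 SD, cut at about 38% in these data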
Target sequence (Q96RJ0 whole entry, looked up): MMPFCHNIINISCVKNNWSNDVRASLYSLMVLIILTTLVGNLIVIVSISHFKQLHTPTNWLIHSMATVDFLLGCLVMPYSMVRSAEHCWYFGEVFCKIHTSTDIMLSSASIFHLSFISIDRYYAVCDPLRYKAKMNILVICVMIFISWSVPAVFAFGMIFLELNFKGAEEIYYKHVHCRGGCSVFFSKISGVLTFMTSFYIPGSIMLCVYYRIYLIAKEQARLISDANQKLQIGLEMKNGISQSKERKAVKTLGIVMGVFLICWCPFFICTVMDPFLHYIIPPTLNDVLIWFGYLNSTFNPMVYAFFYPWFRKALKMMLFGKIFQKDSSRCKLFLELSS
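System: CHO RD-HGA16 cells carrying human TAAR1 plus Gα16; Incubation: 17-24 h seeding, 75 min 37 °C dye, 30 min RT; Measured by: Fluo-8 fluorescence, 5 s baseline then 140 s kinetic read; Control set: DMSO and PEA EC100; Replication: single well for each compound.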
M1 ag: activates human CHRM1 receptor | 360,000 compounds, 0.33% hits | CHO-K1 hM1, Fluo-8 calcium fluorescence, agonist mode; 0% DMSO, 100% acetylcholine EC100 | activation, % at 3 µM;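 active = activation above the run's mean compound activation plus 3 SD, cut at about 16% in these data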;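 note: peak over basal fluorescence ratio within a 140 s kinetic read after compound addition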
Target sequence (P11229 whole entry, looked up): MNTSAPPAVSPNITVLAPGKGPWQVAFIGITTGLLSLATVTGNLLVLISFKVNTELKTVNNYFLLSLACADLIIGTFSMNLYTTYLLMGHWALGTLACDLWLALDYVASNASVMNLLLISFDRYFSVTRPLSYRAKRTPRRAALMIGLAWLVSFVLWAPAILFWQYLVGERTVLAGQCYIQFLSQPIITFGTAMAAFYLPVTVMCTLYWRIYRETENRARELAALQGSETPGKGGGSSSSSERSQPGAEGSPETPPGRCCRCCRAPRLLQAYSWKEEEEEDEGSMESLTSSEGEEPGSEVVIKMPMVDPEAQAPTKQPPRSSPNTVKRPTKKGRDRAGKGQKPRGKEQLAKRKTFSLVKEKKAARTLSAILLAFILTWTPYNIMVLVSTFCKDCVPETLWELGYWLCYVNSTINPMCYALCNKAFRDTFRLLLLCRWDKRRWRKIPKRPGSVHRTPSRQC
M1 ag parental: counter-screen for M1 agonists: effect in parental CHO-K1 cells | Fluo-8 calcium fluorescence; scaled to maximal ATP response, vehicle zero | activation, % at 3 µM | 360,000 compounds, 0.48% hits | AID 602248; in the data active = activation above about 15%;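 note: untransfected CHO-K1 host cells lacking M1 receptor as counterscreen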
CHO parental Ca: signal in parental CHO cells, OX1R antagonist counter-screen. parental CHO-K1, ATP-induced calcium, Fluo-8 fluorescence. inhibition, % at 5.6 µM. 330,000 compounds, 0.63% hits. AID 463079;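 active = inhibition above that plate's mean sample inhibition plus 3 SD, cut at about 26% in these data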;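 note: 0% = ATP-challenged DMSO wells and 100% = DMSO wells without ATP; some compounds past the cut are filed as inactive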
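Test system: untransfected parental CHO cell line. Compound: one dose, 5.6 µM nominal. Detection: intracellular calcium via Fluo-8 no-wash fluorescent dye. Measure: % inhibition. Benchmarks: ATP-challenged DMSO wells low, unchallenged DMSO wells high.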
M1 PAM: positive allosteric modulators of human M1 muscarinic receptor | P11229 | activation, % at 3 µM | AID 588819 | CHO-K1 hM1, Fluo-8 calcium fluorescence, ACh EC20; 0% = ACh EC20, 100% = maximal ACh | 360,000 compounds, 0.088% hits; in the data active = activation above about 19%, passing the limit was not always enough
CHRM1 antagonist: human CHRM1 antagonism; P11229; CHO-K1 hM1, Fluo-8 calcium fluorescence, ACh EC80 antagonist; inhibition, % at 3 µM; 360,000 compounds, 1.3% hits;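 active = percent inhibition above its own plate's cutoff, namely the mean of that plate's compound wells plus 3 SD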;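 note: peak over basal fluorescence ratio during 140 s after agonist addition; 0% = ACh EC80 plus DMSO and 100% = DMSO alone without agonist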
CHO-K1 Ca PAM: counter-screen for M1 PAMs: effect in parental CHO-K1 cells; ATP EC20, Fluo-8 calcium fluorescence; 0% at ATP EC20, 100% at ATP max; activation, % at 3 µM; 360,000 compounds, 0.02% hits;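 active = activation above the run cutoff, the mean activation of all test compounds plus 3 SD, cut at about 40% in these data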;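 note: peak over basal fluorescence ratio in a 140 s read after ATP addition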
CHO-K1 Ca antag: M1 antagonist counterscreen hit in parental CHO-K1 cells; inhibition, % at 3 µM; ATP-induced calcium, Fluo-8 fluorescence; 360,000 compounds, 0.6% hits;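 active = inhibition above a per-plate cutoff, the plate's mean sample inhibition plus 3 SD, cut at about 24% in these data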;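 note: 0% = DMSO plus EC80 ATP and 100% = DMSO alone without ATP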
TAAR1 antag: human TAAR1 antagonism | CHO RD-HGA16 TAAR1, Fluo-8 calcium fluorescence, antagonist | 360,000 compounds, 1.5% hits | inhibition, % at 3 µM;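 active = inhibition above a per-plate cutoff, the mean inhibition of test compounds on that plate plus 3 SD, cut at about 49% in these data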;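 note: 0% = DMSO plus EC80 beta-PEA response and 100% = DMSO alone without agonist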
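Test system – hTAAR1-expressing CHO RD-HGA16 cells, Gα16-coupled · Reagent – β-PEA at EC80 concentration, post-compound challenge · Compound dosing – 3 µM, single point · Timing – 140 s kinetic read after compound, 140 s after agonist · Detection – Fluo-8 intracellular calcium dye fluorescence, real-time kinetic reads · Control set – DMSO and EC80 PEA controls · Repeats – n of 1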
The depositor's hits bear a star; x = no result given. Not a hit list; any-hit rate near 4.4%.

SMILES	TAAR1 agonist	M1 ag	M1 ag parental	CHO parental Ca	M1 PAM	CHRM1 antagonist	CHO-K1 Ca PAM	CHO-K1 Ca antag	TAAR1 antag
CC(C)Oc1ccc(C(=O)OCC(=O)NCCNC(=O)COC(=O)c2ccc(OC(C)C)cc2)cc1	1	-4	1.8	-14	13	-12	8	-10	-3
COc1ccc(NC(C)=O)cc1NC(=O)CSc1nc2ncccc2[nH]1	8	-2	-0.5	-11	12	-7	6	-7	-7
COCCNc1nc2c(c(=O)n(Cc3ccc(OC)cc3)c(=O)n2C)n1C	1	-4	0.5	-9	6	-4	18	-5	-4
COc1cccc(/C(C)=N/NC(=O)Cc2c(C)[nH][nH]c2=O)c1	6	-6	0.6	-6	13	-3	11	-1	3
NC(=O)COC(=O)c1ccc(C(=O)C(=O)c2ccccc2)cc1	13	1	2.5	-9	14	-8	15	-2	0
CCOC(=O)CN(C(=O)CNC(=O)c1ccco1)C(C(=O)NC1CCCCC1)c1cccs1 (stereo not given)	14	-1	2.5	-13	2	-1	16	-13	2
O=C(CSc1ncccn1)N1CCc2ccccc2C1	7	-7	0.4	-2	-1	3	-8	13	7
CCCCN(C(=O)c1c(C)noc1C)c1c(N)n(CCC)c(=O)[nH]c1=O	3	-2	0.2	-11	5	-1	-8	-3	-15
CC1Oc2ccccc2N(CC(=O)NC2CCCC2)C1=O (stereo not given)	-3	-7	0.3	-15	-5	8	-2	-2	6
O=C(O)COc1ccc(=O)n(-c2ccccc2)n1	2	-3	-0.1	3	-1	-13	7	2	-8
COc1ccc(C(=O)N/N=C/C(=O)c2ccccc2)cc1	1	-2	2.2	x	-1	0	-16	8	-8
Brc1ccc(OCCOCCN2CCOCC2)cc1	4	-12	0.2	-4	-6	-7	-2	-16	1
Cc1nnc(NC(=O)C2CSC3(C)CCC(=O)N23)s1 (stereo not given)	1	-2	1.1	-16	4	0	17	-3	-11
CCOc1cc(C2c3c(oc4cc(C)c(Cl)cc4c3=O)C(=O)N2Cc2ccco2)ccc1O (stereo not given)	0	-3	0.1	-9	4	-14	11	1	9
CCc1nnc(SCC(=O)Nc2nccs2)n1CC	0	1	-0.5	-2	16	-7	-4	8	-21
CC(=O)NCCC(=O)Nc1cc(S(=O)(=O)N2CCCCC2)ccc1Oc1ccccc1	3	-2	0.8	-9	4	1	8	4	-13
Cc1ccc(C(=O)C2CCN(CC(=O)Nc3ccccc3C)CC2)cc1	-2	-7	0.5	-12	5	-2	14	8	-12
CC(C)(C)C(=O)Nc1ccc(C(=O)N/N=C/c2ccccc2OC(=O)c2ccccc2)cc1	16	-2	3.8	-6	4	-1	15	-4	53*
Cc1ccc(C(=O)N2CCOCC2)cc1S(=O)(=O)N1CCCCC1	2	0	0.5	1	4	-9	3	-11	-14
O=c1[nH]c(N2CCc3ccccc3C2)nc2c1CCC2	3	-3	0.6	-5	11	-5	14	-7	-4
CCOC(=O)Cc1csc(NC(=O)c2cc3c(s2)CCCC3)n1	5	-4	2.9	-10	19	10	-5	7	7
NC(=O)Cc1nc(-c2ccc(Br)cc2)cs1	3	-7	0.1	1	8	-7	22	-12	-12
O=C(Nc1cccc([N+](=O)[O-])c1)c1ccc(-c2ccccc2)cc1	5	-8	-0.3	13	-2	-9	19	-2	23
CC(=O)OCCn1c2nc(=O)[nH]c(=O)c-2nc2cc(C)c(C)cc21	138*	202*	186*	x	-27	38*	-12	38*	67*
CC(=O)c1ccc(OCCn2c(SCC(=O)O)nc3ccccc32)cc1	6	0	-0.7	x	11	-10	-17	7	-3
CC1CCCN(S(=O)(=O)c2ccc3c(c2)n(C)c(=O)c(=O)n3C)C1 (stereo not given)	-2	4	2.2	4	8	-13	28	-19	1
Cc1ccc2c(c1)c1c3n2CCN(C=O)C3CCC1 (stereo not given)	-1	-4	0.1	-10	7	-6	-1	6	-33
O=C(CSc1nnc2ccccn12)NCc1cccs1	2	-3	0.1	-1	8	-9	18	-13	2
CSCCC(NC(=O)c1ccccc1Cl)C(=O)Nc1ccncc1 (stereo not given)	1	0	0.8	x	15	-20	5	-7	-5
Cc1cc(C(=O)N2CCCC(C)(C(=O)NS(=O)(=O)C3CC3)C2)n(C(C)(C)C)n1 (stereo not given)	1	-2	-0.1	x	4	-9	-6	-5	-2
COC(=O)c1sccc1NC(=O)c1c(Cl)cnn1C	1	0	4.3	-11	11	-7	16	-4	-26
COc1cc(C(=O)OCc2csc(CC(=O)Nc3cc(C)ccc3C)n2)ccc1OC(F)F	9	-2	7.0	x	-8	21	-9	-8	66*
CCN(CC)S(=O)(=O)c1ccc(F)c(C(=O)OC2CC(C)OC2=O)c1 (stereo not given)	14	-2	1.8	0	5	-4	16	-12	-25
O=C(N/N=C/c1ccc(C(F)(F)F)cc1)c1ccc(O)cc1	3	-1	-0.1	-3	9	-9	14	-9	-3
O=C(NCC1CCCCC1)c1ccc2sc([C@H]3C[C@H](O)[C@@H](CO)O3)nc2c1	2	-2	2.0	x	8	-8	-13	35*	8
COc1ccc(CN2CCNC(=O)C2CC(=O)N(C)Cc2nccs2)cc1OC (stereo not given)	1	-1	0.1	5	-5	17	-23	6	3
CCc1c(C)n([O-])c2c([n+]1=O)CCCCC2	-1	-4	0.2	2	4	0	20	-12	5
CC1(C)Cc2c(cnn2-c2ccccc2)-c2c1c1ccccc1n2CC(O)CCl (stereo not given)	0	-2	-0.1	-42	7	-5	14	-1	16
COc1ccc(NS(=O)(=O)c2cc(NC(=O)c3cc(F)c(F)c(F)c3F)ccc2N2CCCC2)cc1	1	-2	0.3	-13	5	-16	-11	-3	-36
Cc1ccc(CNC(=O)C2CC3Cn4c(nc5cc6ccccc6cc54)C3N2C)o1 (stereo not given)	10	-5	0.2	-24	6	0	15	-11	-16
O=C(NC1CCS(=O)(=O)C1)c1cccc(S(=O)(=O)N2CCCC2)c1 (stereo not given)	7	-7	0.2	1	9	-3	1	1	3
COc1ccc2c(c1OC)C(=O)N(c1ccc(OCc3ccccc3)cc1)C2=O	1	0	3.0	-1	5	4	8	5	-11
CN(C)C(CNC(=O)c1cccc(S(=O)(=O)N2CC3(C)CC2CC(C)(C)C3)c1)c1ccco1 (stereo not given)	2	-6	0.1	-23	-8	10	15	-23	6
O=S(=O)(Nc1cccc(S(=O)(=O)N2CCCC2)c1)c1ccc(Cl)cc1	3	-3	0.7	-14	0	-1	16	-10	1
Cc1cccc(NC(=O)N2CCN(Cc3ccc(Cl)cc3)CC2)c1	8	-2	2.8	-7	-5	0	13	-3	17
Cc1ccc(C)n1-c1cccc(NC(=O)c2ccccc2)c1	5	-4	-0.2	-3	5	3	-8	9	15
COc1ccc(CNC(=O)COC(=O)CC2CC3CCC2C3)cc1OC (stereo not given)	3	-9	5.8	-2	5	-10	16	-10	-18
COc1ccc(N2CCN(CC(O)COc3ccc(C)c(C)c3)CC2)cc1 (stereo not given)	2	-5	0.4	-13	16	-20	19	-6	-26
C[C@@H]1CN([C@@H](C)CO)C(=O)CCCn2nncc2CO[C@H]1CN(C)C(=O)Nc1ccccc1F	0	-3	1.0	x	10	-14	18	-9	2
O=C(CCCOc1ccccc1)Nc1ccc(S(=O)(=O)N2CCOCC2)cc1	12	1	2.4	6	0	4	-6	3	-7
O=C(O)c1cc(N/N=C/c2cccnc2)ccc1Cl	-1	-1	1.5	1	15	-10	19	-19	-5
COc1cc(NC2c3ccccc3C(=O)N2Cc2ccccc2)cc(OC)c1OC (stereo not given)	-3	-3	-0.1	5	0	5	2	8	-8
Cc1ccc(CN2CC(N3CCCC3)CS2(=O)=O)cc1 (stereo not given)	3	-1	0.3	x	-3	11	10	10	-15
COc1ccccc1CNC(=O)Cn1nc(C)c([N+](=O)[O-])c1C	4	-5	1.3	-15	5	-5	6	-9	-21
Cc1ccc(C)c(NC(=S)NNC(=O)c2ccco2)c1	16	-7	0.0	-6	2	2	1	-8	-3
Nc1oc2ccc(F)cc2c(=O)c1C=O	4	-1	0.3	-8	16	-5	22	-5	9
CCOC(=O)c1c(C)nn(Cc2ccccc2)c1N	15	-2	1.2	-7	5	-10	22	-12	-5
Cc1onc(-c2c(F)cccc2Cl)c1C(=O)Nc1cccc(S(=O)(=O)NC2=NCCC2)c1	8	-3	0.7	-13	3	-2	-12	4	5
COc1ccccc1NC(=O)c1sc2nc3n(c(=O)c2c1C)CCC3	5	1	-0.4	-4	13	-6	-1	-1	-9
Cc1cc(C)cc(N2C(=O)CC(N(C(=O)c3ccco3)c3cc(C)cc(C)c3)C2=O)c1 (stereo not given)	11	0	0.0	-6	-1	7	-5	2	2

Entries of single compounds, quoted from the list. Values in the order: TAAR1 agonist	M1 ag	M1 ag parental	CHO parental Ca	M1 PAM	CHRM1 antagonist	CHO-K1 Ca PAM	CHO-K1 Ca antag	TAAR1 antag
Shown for C[C@@H]1CN([C@@H](C)CO)C(=O)CCCn2nncc2CO[C@H]1CN(C)C(=O)Nc1ccccc1F : 0	-3	1.0	x	10	-14	18	-9	2
Shown for COc1ccccc1CNC(=O)Cn1nc(C)c([N+](=O)[O-])c1C : 4	-5	1.3	-15	5	-5	6	-9	-21
Shown for Cc1ccc(C)c(NC(=S)NNC(=O)c2ccco2)c1 : 16	-7	0.0	-6	2	2	1	-8	-3
Shown for CCOC(=O)c1c(C)nn(Cc2ccccc2)c1N : 15	-2	1.2	-7	5	-10	22	-12	-5

(further entries)
SMILES	TAAR1 agonist	M1 ag	M1 ag parental	CHO parental Ca	M1 PAM	CHRM1 antagonist	CHO-K1 Ca PAM	CHO-K1 Ca antag	TAAR1 antag
C=C(C)COc1ccc(C2NC(=O)c3ccccc3O2)cc1OCC (stereo not given)	4	-3	-0.1	x	8	-12	-5	17	-16
Cc1cc(-c2ccc(Br)cc2)n2nc(C)cc2n1	-3	-10	-0.9	x	-1	9	-4	2	-21
S=C(NCc1cccs1)Nc1cc(Cl)cc(Cl)c1	3	2	14	39*	-20	43*	3	16	-4
CCCCCCCCn1cc(C(C)=O)c(=O)[nH]c1=O	7	-2	3.0	-11	7	1	2	1	23
O=C1C=C(N2CCCCC2)c2ccccc2C1=O	2	-6	0.8	-9	-3	3	0	2	7
O=C1N[C@@H](Cc2ccccc2)C(=O)N2[C@H]1C[C@]1(Br)c3ccccc3N(S(=O)(=O)c3ccc(F)cc3)[C@H]21	5	-6	-0.5	-24	6	0	5	-5	14
O=C(NNC(=O)c1cccs1)c1ccc(S(=O)(=O)N2CCCCC2)cc1	6	-9	-0.1	-2	3	2	5	0	-10
N/C(=N\OC(=O)c1cccc(Cn2cc(C(F)(F)F)ccc2=O)c1)c1ccccc1	1	4	9.0	46*	-7	31	10	13	2
CCn1c(SCC(=O)c2cc(OC)ccc2OC)nnc1C1CC1	3	-3	1.3	-7	11	-40	19	-4	0
COc1ccc(-c2cc(C(F)(F)F)n3nc(C(=O)NCc4ccco4)cc3n2)cc1OC	0	-5	0.6	-24	8	-12	11	-8	-21
